From PubChem
HTRA1 inhibitor: HTRA1 (human) protease inhibition; Q92743; recombinant HTRA1, FP-rhodamine activity-based probe, fluorescence polarization; inhibition, % at 5.96 µM; hit rate 0.5% among 340,000; in the data active = inhibition above about 36%;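 note: 0% = enzyme with DMSO and 100% = wells lacking enzyme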
UHRF1 MBD2 ctr: human UHRF1 methylated DNA binding inhibitors | Q96T88 | UHRF1 binding to methylated oligo, TR-FRET | inhibition, % at 4.4 µM | hit rate 0.75% among 370,000 | AID 687016; in the data active = inhibition above about 21%;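 note: UHRF1 SRA domain binding a hemimethylated CpG hairpin DNA probe; 0% = median of test compound wells and 100% = reference inhibitor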
TCR-CD3 inh: human TCR-CD3 binding inhibition | inhibition, % at 9.4 µM | TAMRA-labeled TCR probe fluorescence, biochemical | hit rate 0.37% among 360,000; in the data active = inhibition above about 19%;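 note: recombinant mutant TCR 2C K166C tagged with TAMRA read by polarization; 0% = receptor in buffer alone and 100% = receptor with positive control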
PG9 binder: small molecules binding HIV-1 gp120 antibody PG9. TR-FRET gp120-PG9 antibody binding. inhibition, % at 6.7 µM. hit rate 0.43% among 360,000; in the data active = inhibition above about 8.5%
DDE Tn7 FP inh: disrupts Tn7 cyclic peptide binding to fibrin D-Dimer-E complex; P02675; hit rate 0.13% among 370,000; inhibition, % at 8.3 µM; AID 720508; FP displacement of FITC-Tn7 peptide from fibrin DD(E); 0% = median of compound wells per plate;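 active = inhibition above the mean of compounds falling within the control limits plus 3 SD of them, cut at about 14% in these data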;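 note: 0% = plate median of compound wells and 100% = 10 µM Aha-Tn7 peptide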
Target sequence (P02675 whole entry, looked up): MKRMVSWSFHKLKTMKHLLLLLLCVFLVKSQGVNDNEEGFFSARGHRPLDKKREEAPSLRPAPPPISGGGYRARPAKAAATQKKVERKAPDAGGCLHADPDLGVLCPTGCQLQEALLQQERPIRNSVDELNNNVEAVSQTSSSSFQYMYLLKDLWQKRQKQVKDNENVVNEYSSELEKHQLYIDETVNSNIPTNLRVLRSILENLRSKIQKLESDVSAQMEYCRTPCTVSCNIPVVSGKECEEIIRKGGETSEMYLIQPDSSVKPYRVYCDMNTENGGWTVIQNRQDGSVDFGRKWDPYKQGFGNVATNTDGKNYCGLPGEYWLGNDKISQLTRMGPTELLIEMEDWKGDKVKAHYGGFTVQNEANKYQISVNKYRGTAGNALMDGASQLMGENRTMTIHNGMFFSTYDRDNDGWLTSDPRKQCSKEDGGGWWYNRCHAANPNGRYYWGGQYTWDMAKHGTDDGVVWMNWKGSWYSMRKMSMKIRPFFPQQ
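assay system = human clot-derived fibrin DD(E) complex | quantity = Fibrin-DD(E) at 2 µM final | timing = 10 min preincubation, 3 h with tracer, room temperature | signal = fluorescence polarization | measure = percent inhibition | benchmarks = high control wells with 10 µM unlabelled Aha-Tn7 peptide (full inhibition) | replicates = singlicate testing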
SIAE inh: human SIAE inhibition, primary screen; Q9HAT2; AID 1053197; SIAE FP-Rh probe binding, fluorescence polarization; hit rate 0.69% among 370,000; inhibition, % at 9.66 µM;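 active = inhibition above a cutoff: mean of compounds within the control limits plus 3 SD of those, cut at about 17% in these data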;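 note: 0% = plate median of compound wells and 100% = probe without SIAE protein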
LEDGF integ inh: blocks HIV-1 LEDGF/p75-dependent DNA integration; TR-FRET IN-LEDGF/p75 DNA integration, Eu/Cy5; inhibition, % at 3.7 µM; hit rate 0.64% among 370,000;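 active = inhibition above the screen-wide mean plus 3 SD, cut at about 13% in these data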;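 note: signal is the Cy5 over europium emission ratio at 671 and 618 nm; 0% = plate median of compound wells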
mABHD4 FP: inhibitors of mouse ABHD4 | purified mABHD4, FP-Rh probe fluorescence polarization | hit rate 0.54% among 370,000 | inhibition, % at 8.92 µM | Q8VD66;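 active = inhibition exceeding the mean over every tested compound plus 3 SD, cut at about 30% in these data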;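 note: 0% = plate median of compound wells and 100% = S159A mutant with DMSO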
Target sequence (Q8VD66 whole entry, looked up): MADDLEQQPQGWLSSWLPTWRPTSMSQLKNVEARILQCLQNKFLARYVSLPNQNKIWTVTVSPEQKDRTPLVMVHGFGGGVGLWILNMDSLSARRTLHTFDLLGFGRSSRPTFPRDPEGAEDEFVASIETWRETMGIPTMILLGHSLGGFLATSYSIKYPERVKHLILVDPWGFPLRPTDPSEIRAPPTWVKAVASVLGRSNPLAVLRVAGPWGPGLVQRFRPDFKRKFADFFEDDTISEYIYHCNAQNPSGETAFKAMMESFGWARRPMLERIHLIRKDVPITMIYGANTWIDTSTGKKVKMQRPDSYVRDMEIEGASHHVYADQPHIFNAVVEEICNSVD
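System: mouse ABHD4 enzyme, wild type / Medium: HEPES pH 7.0, NaCl, Pluronic buffer / Reagent: FP-Rh activity-based fluorescent probe / Control set: S159A mutant high control, sample median low control / Detection: fluorescence polarization with parallel and perpendicular emission, 525/598 nm / Schedule: 45 min + 60 min at 25 °C / Compound dosing: 8.92 µM, single dose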
TDP2 absorb: blocks human TDP2 phosphodiesterase activity; hit rate 0.34% among 370,000; inhibition, % at 12.8 µM; O95551; recombinant TDP2, T5PNP hydrolysis, p-nitrophenol absorbance 415 nm;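 active = inhibition above the mean of all tested compounds plus 3 SD, set per campaign, cut at about 25% in these data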;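 note: 0% = DMSO with enzyme and 100% = buffer with substrate but no TDP2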
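System: recombinant human TDP2 / Amount: 120 nM TDP2 per well / Also added: 5 mM T5PNP chromogenic substrate / Doses: 12.8 µM single point, 1% DMSO / Incubation: 2 h at 37 °C / Detection: p-Nitrophenol epi absorbance / Evaluation: % inhibition relative to enzyme-containing and enzyme-free wells / Repeats: singlicate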
PRMT1 FP inh: blocks human protein arginine methyltransferase 1; inhibition, % at 2.79 µM; recombinant PRMT1, activity-based probe fluorescence polarization; hit rate 1.3% among 370,000; Q99873; AID 652257;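 active = inhibition above about 21% made by adding two undisclosed values, limit read from the data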
Starred values were filed as active, the others as inactive; x = not tested or not shown.

SMILES	HTRA1 inhibitor	UHRF1 MBD2 ctr	TCR-CD3 inh	PG9 binder	DDE Tn7 FP inh	SIAE inh	LEDGF integ inh	mABHD4 FP	TDP2 absorb	PRMT1 FP inh
Cn1c(=O)[nH]c(=O)c2c1nc(N1CCNCC1)n2Cc1ccccc1	0	2	-2	0.5	-8	-1	-1	3	26*	1
Cc1c(OCC(=O)NCC2CCC(C(=O)NCCCO)CC2)ccc2c(-c3ccccc3)cc(=O)oc12 (configuration not stated)	-2	1	8	-1.2	-2	-5	-6	11	0	-2
COc1ccccc1N1CCN(C(=O)c2cccs2)CC1	3	-1	3	2.9	1	5	-3	-3	3	-3
Cc1cc(NC(=O)CSc2nc(-c3ccccc3)nc3c2c(=O)n(C)c(=O)n3C)no1	-2	0	-1	0.8	1	-2	0	0	3	1
CCOC(=O)c1nn(-c2ccccc2)c(C#N)c1N	-4	-4	-2	0.3	-6	-3	-1	-8	7	-1
COc1ccc(Cl)cc1NC(=O)COC(=O)c1ccc(C)o1	-18	-1	-10	-0.8	-9	2	0	-3	4	6
CN1CCC(=O)N([C@H](CSc2ccccc2)c2ccccc2)CC1	8	17	-1	1.2	-3	2	2	7	1	0
COc1ccc(S(=O)(=O)N2CCC(C(=O)NCCC(=O)NCc3cccc(OC)c3)CC2)cc1	0	-2	10	-0.7	1	1	-2	-2	3	0
CC(C)N(CCNCC(O)COc1ccc(C(C)(C)c2ccccc2)cc1)C(C)C (configuration not stated)	-14	-2	-2	1.2	2	-5	1	15	4	-3
Cc1nc(NC(=O)CSc2ccccc2N)sc1C	x	3	2	-1.0	0	9	2	6	-7	7
CSc1c(C#N)sc(=S)n1-c1ccc(C)cc1	-7	-1	-2	-0.6	-8	8	7	-6	-7	-3
N/C(CS(=O)(=O)c1ccccn1)=N\OC(=O)c1ccccc1Cl	x	0	-4	-0.8	7	1	-3	7	6	2
O=C(COc1ncnc2ccccc12)NCC1CCCO1 (configuration not stated)	14	5	-2	0.8	9	-9	-4	-4	-8	4
Cn1c(=O)nc2n(Cc3ccccc3)c3ccccc3cc-2c1=O	-2	-5	4	-1.0	-6	2	6	-6	-4	2
CC(C)c1ccc2c(c1)C(c1ccc(N3CCOCC3)cc1)=NNC(c1cccs1)=N2	-12	0	5	0.8	2	-1	-2	2	11	-1
COc1ccc(/C=N/Nc2nc(Nc3ccccc3)nc(N3CCCC3)n2)cc1	-6	-2	-1	-0.3	3	-13	7	5	-5	0
O=C(O)CCSc1nnc(COc2cccc3cccnc23)n1-c1ccccc1	9	1	10	-1.3	3	0	-2	8	-1	-1
O=C(Nc1ccccc1F)Nc1cc(S(=O)(=O)N2CCOCC2)ccc1N1CCCC1	3	1	6	-3.4	4	-5	-1	10	-10	2
Cc1ccc(S(=O)(=O)Nn2c(O)c(C=C3N=c4ccccc4=N3)sc2=S)cc1	-15	-1	-5	-3.3	-1	-7	-6	13	9	25*
CCCCCC(=O)NC(=S)Nc1cccc(C(C)=O)c1	-10	0	10	-0.6	0	3	3	0	0	-1
O=C1CC(c2cccc(Cl)c2)CC(O)=C1C=NC1CCCC1 (configuration not stated)	-1	-1	-12	-0.7	-4	13	0	13	-8	-1
CC(=O)c1cc(-c2ccccc2S(=O)(=O)NC(C)(C)C)c(=O)n2c1CCC2	x	-1	x	x	0	1	3	8	7	1
CC1CC(C)CN(CCCNC(=O)Cn2ncn3cccc3c2=O)C1 (configuration not stated)	1	-1	8	-3.5	4	2	-3	6	8	-3
Cn1c(=O)c2cc(NC(=O)OCCF)ccc2n1Cc1cccc(C(F)(F)F)c1	x	1	-2	-0.6	5	-9	2	-9	-9	-1
O=C(COC(=O)C12CC3CC(CC(C3)C1)C2)NCCCc1ccccc1	-13	-1	-6	1.8	3	11	6	-11	-7	-1

Next part; it opens with the 3 that closed the last part.
SMILES	HTRA1 inhibitor	UHRF1 MBD2 ctr	TCR-CD3 inh	PG9 binder	DDE Tn7 FP inh	SIAE inh	LEDGF integ inh	mABHD4 FP	TDP2 absorb	PRMT1 FP inh
CC1CC(C)CN(CCCNC(=O)Cn2ncn3cccc3c2=O)C1 (configuration not stated)	1	-1	8	-3.5	4	2	-3	6	8	-3
Cn1c(=O)c2cc(NC(=O)OCCF)ccc2n1Cc1cccc(C(F)(F)F)c1	x	1	-2	-0.6	5	-9	2	-9	-9	-1
O=C(COC(=O)C12CC3CC(CC(C3)C1)C2)NCCCc1ccccc1	-13	-1	-6	1.8	3	11	6	-11	-7	-1
CCCCC1CC(=O)NC1(C(=O)OCC)C(=O)OCC (configuration not stated)	-4	-2	-7	0.6	-6	-2	1	8	2	-1
COc1ccccc1CNc1nc(NCc2ccccc2)nc2ccsc12	x	-1	-7	0.6	-2	8	0	23	-6	0
O=S(=O)(NC(=S)c1ccccc1)c1ccccc1	2	1	-6	-1.8	4	-1	-5	3	-2	0
CN(C(=O)CS(=O)(=O)c1cn(CC(=O)N2CCCC2)c2ccccc12)c1ccccc1	-1	-1	7	-1.0	7	3	-3	-2	0	-4
Cc1ccccc1NC(=O)CSc1nnc(Cc2cccn2C)n1-c1ccc(F)cc1	0	2	-2	-0.8	-3	13	-2	5	1	7
COc1cccc(C2=NOC(C(=O)NC3CCCCC3)C2)c1 (configuration not stated)	0	2	4	-1.5	-2	3	-2	-6	-8	-6
O=[N+]([O-])c1ccccc1S(=O)(=O)N1CCc2ccccc2C1	2	3	-1	-1.1	-3	3	6	-6	-12	1
O=C(Oc1cccc2cccnc12)c1cccc([N+](=O)[O-])c1	15	-1	2	-0.6	3	6	-4	1	-11	-2
COC(=O)c1ccc(Oc2nc(C(N)=O)cc(-c3ccccc3)n2)cc1	1	8	3	0.5	2	-10	0	-2	-11	-1
COc1cc(OC)cc(C(=O)NCC(=O)OC(C)C(=O)NC(C)C2CC3CCC2C3)c1 (configuration not stated)	-3	3	-4	-0.5	-4	2	2	-1	-11	-3
CCOc1cc(/C=N/NC(=O)c2cccnc2)ccc1OCc1ccc(C(=O)OC)o1	4	2	2	-1.0	1	-1	3	-9	-3	-1
CCOC(=O)C1=CN(Cc2cccc(F)c2)S(=O)(=O)N(C)C1c1ccccc1 (configuration not stated)	-19	1	-5	-1.8	0	1	1	-6	8	-1
O=C(CN(Cc1ccccc1Cl)C(=O)c1ccc(CN2CCOCC2)o1)NCC1CCCO1 (configuration not stated)	-2	5	0	0.8	5	-5	6	-6	-11	5
O=C(N/N=C/c1cc([N+](=O)[O-])ccc1O)c1c[nH]c2ccccc12	5	-1	21*	0.0	5	7	-2	2	-15	-3
O=C(Nc1ccc(Br)cc1)OCCN1CCCC12CCC(c1ccccc1)CC2 (configuration not stated)	x	-1	x	x	-4	-4	-5	7	0	-3
Cc1cccc(-c2ccc(C=Nc3c(C)n(C)n(-c4ccccc4)c3=O)o2)c1	-8	-3	0	-2.4	-2	0	-2	5	2	-1
COc1ccc(C2CC(c3cccs3)=NN2c2nc(C)c(C(C)=O)s2)cc1OC (configuration not stated)	-24	0	8	-2.8	7	2	0	-2	8	0
COc1ccc(N2CCN(C(=O)c3ccc(-c4nc5ccccc5s4)o3)CC2)cc1	-4	-2	0	-0.4	8	7	-2	3	4	4
CC1CN(C(=O)c2scc3c2OCCO3)CC(C)O1 (configuration not stated)	10	10	-4	2.2	-3	-2	4	-6	-1	2
Cc1cc(CSc2ccccc2)ccc1NC(=O)c1ccc(CN2CCOCC2)cc1	-1	1	-5	0.8	0	-4	-3	-7	10	-1
O=S(=O)(c1ccc(Br)s1)N1CCc2ccccc2C1	-21	-2	7	-2.5	-6	-6	1	-7	-6	3
CCNS(=O)(=O)c1ccc(NC(=O)c2cc(C(F)(F)F)nn2C)cc1	-10	-2	2	-0.3	-2	0	0	-12	-5	0
COc1ccccc1C(C)NC(=O)c1ccc(NC(=O)CC2SC(N3CCCC3)=NC2=O)cc1 (configuration not stated)	5	2	-6	0.2	3	-1	-7	2	-9	4
Cc1ccc(C)c(S(=O)(=O)NCC(=O)Nc2sc3c(c2C(N)=O)CCC(C)C3)c1 (configuration not stated)	0	1	-4	-3.4	8	0	-5	2	-8	2
O=S1(=O)CCN(Cc2cccnc2)CC1	2	-2	2	-0.8	-2	8	0	1	8	-2

The listing continues:
SMILES	HTRA1 inhibitor	UHRF1 MBD2 ctr	TCR-CD3 inh	PG9 binder	DDE Tn7 FP inh	SIAE inh	LEDGF integ inh	mABHD4 FP	TDP2 absorb	PRMT1 FP inh
C[C@@H]1CN([C@H](C)CO)C(=O)CCCn2nncc2CO[C@H]1CN(C)Cc1ccccc1C(=O)O	6	0	-3	-0.1	-10	3	1	3	-4	-2
CCOC(=O)C1CCCN(c2nc3ccccc3nc2C(C#N)C(=O)NCc2ccccc2)C1 (configuration not stated)	-6	0	7	-1.6	4	1	-3	1	2	-1
Cc1ccc(C(=O)C(C)OC(=O)C2CCN(c3ccc(C(F)(F)F)cn3)CC2)cc1 (configuration not stated)	-8	3	-3	0.2	4	-1	-4	-2	-21	2
CSCc1cc(N(C)C)nc(SCc2ccc(Cl)cc2Cl)n1	-32	2	2	-0.7	4	-3	1	-10	7	2
Cc1noc(C)c1Cc1c(Cl)cccc1Cl	3	4	8	-2.0	-9	-1	3	2	4	-1
O=C(c1ccc(CNS(=O)(=O)c2ccc(Br)cc2)cc1)N1CCCCC1	2	2	2	-2.4	-3	2	-4	9	2	4
COc1cccc(C(=O)OCC(=O)Nc2ccccc2N2CCOCC2)c1	-1	6	-1	1.0	1	1	3	-10	-10	2
Cc1cc(N2CCN(C)CC2)nc2ccc(NC(=O)CCC(=O)N3CCN(c4ccc([N+](=O)[O-])cc4)CC3)cc12	7	-2	-1	-1.8	-1	8	-2	-1	11	0
CCC(NS(=O)(=O)c1ccc(C)cc1)C(=O)N1CCC2(O)CCCCC2C1 (configuration not stated)	0	1	3	0.4	2	0	0	2	8	2
CCCCOc1ccc(C(=O)NCC(=O)N(C)CC(=O)Nc2ccc(N3CCOCC3)cc2)cc1	0	6	-4	0.9	-3	-1	-1	-5	-1	-5
CCOCCCNC(=O)c1ccc(-n2c(=S)[nH]c3ccccc3c2=O)cc1	9	-1	5	-0.7	-1	-2	-1	3	12	-1
CCOC(=O)Cn1c(=O)c(F)cn(Cc2ccc(OC)c([N+](=O)[O-])c2)c1=O	-10	5	0	-0.5	1	-1	6	-10	-7	8
CC1(C)CC(=O)C=C(NNC(=O)c2ccccc2)C1	1	1	3	0.3	8	14	-2	7	3	1
NC(=O)/C(=C\c1ccccc1)NC(=O)/C=C/c1ccccc1	-4	0	4	-0.4	-4	0	6	-8	8	-1
Cc1cc(C)c(C)c(S(=O)(=O)NCC(=O)Nc2sc3c(c2C(N)=O)CCCC3)c1C	-10	-6	-2	-2.4	-6	-9	0	4	1	2
CSC1=NC(C)(C)C=C(/C=C/c2ccc(Cl)cc2Cl)N1	-13	-5	9	-0.1	12	-5	-5	-12	-4	2
